MazEF act = increases E. coli MazEF RNase cleavage of RNA; FAM/BHQ RNA-DNA oligo cleavage fluorescence, 5 h; activation, % at 20 µM; 0.32% of 350,000 active; AID 504720; in the data active means activation above about 50%
Target sequence (P0AE70 whole entry, looked up): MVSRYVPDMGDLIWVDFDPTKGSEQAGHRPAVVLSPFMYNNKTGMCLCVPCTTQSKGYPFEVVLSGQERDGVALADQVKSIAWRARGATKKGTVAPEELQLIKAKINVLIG
BoNT F protease = inhibitors of Botulinum neurotoxin F light chain protease | Multiplex microsphere protease cleavage assay, flow cytometry | inhibition, % at 10 µM | 0.22% of 360,000 active | AID 588497; in the data active means inhibition above about 35%, passing the limit was not always enough; inconclusive means no clear call, values can overlap the other calls; further: plate controls were buffer without enzyme for full effect and enzyme alone for no effect
VHR inh abs = DUSP3 (human) phosphatase inhibition; P51452; recombinant VHR phosphatase, pNPP absorbance; inhibition, % at 13.3 µM; 0.52% of 290,000 active; AID 1654; in the data active means inhibition above about 50%; further: some compounds called inactive have numbers as strong as hits
Target sequence (P51452 whole entry, looked up): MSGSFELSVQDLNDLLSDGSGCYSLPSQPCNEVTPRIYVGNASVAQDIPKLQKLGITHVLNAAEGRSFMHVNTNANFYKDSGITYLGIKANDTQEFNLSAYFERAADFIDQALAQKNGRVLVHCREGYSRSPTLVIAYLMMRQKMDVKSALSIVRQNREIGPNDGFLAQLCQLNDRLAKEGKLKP
3CLpro inhibitor = SARS-CoV 3CLpro protease inhibition; recombinant SARS-CoV 3CLpro, quenched FRET peptide cleavage; inhibition, % at 6 µM; 0.14% of 290,000 active; AID 1706; in the data active means inhibition above about 12%
CCHFV vOTU inh = blocks the CCHF virus ovarian tumor domain protease; AID 651958; 0.55% of 370,000 active; CCHFV vOTU protease, Pep-AMC fluorescence; inhibition, % at 11.5 µM; in the data active means inhibition above about 30%; further: 0% = vehicle wells with enzyme and 100% = no enzyme wells
PriA SSB inh = blocks PriA binding to SSB C-terminal tail. inhibition, % at 33 µM. 0.6% of 430,000 active. AlphaScreen SSBct-PriA binding, biotinylated peptide; in the data active means inhibition mostly above about 37%, no sharp cut-off; inactive means mostly below about 20%;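 further: plate controls were negative control peptide for no effect and reference peptide for full effect; strong numbers were not always called active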
Anthrax LF inh2 = inhibitors of Bacillus anthracis lethal factor protease | P15917 | multiplex microsphere protease cleavage assay, LF | inhibition, % at 10 µM | 0.12% of 360,000 active; further: plate controls were buffer without enzyme for full effect and enzyme alone for no effect
PrPC TRFRET = inhibitors of human cell surface prion protein PrPC | 0.43% of 370,000 active | inhibition, % at 13.8 µM | TR-FRET read-out; in the data active means inhibition above about 24%; further: 0% = median of the test wells and 100% = reference compound wells
Rv3671c inh = inhibitors of M. tuberculosis serine protease Rv3671c | P9WHR9 | inhibition, % at 5.96 µM | 0.048% of 320,000 active; in the data active means inhibition above about 38%;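 further: extracellular domain of Rv3671c used as enzyme; 0% = enzyme with DMSO and 100% = no enzyme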
Target sequence (P9WHR9 whole entry, looked up, the tested form may be a part): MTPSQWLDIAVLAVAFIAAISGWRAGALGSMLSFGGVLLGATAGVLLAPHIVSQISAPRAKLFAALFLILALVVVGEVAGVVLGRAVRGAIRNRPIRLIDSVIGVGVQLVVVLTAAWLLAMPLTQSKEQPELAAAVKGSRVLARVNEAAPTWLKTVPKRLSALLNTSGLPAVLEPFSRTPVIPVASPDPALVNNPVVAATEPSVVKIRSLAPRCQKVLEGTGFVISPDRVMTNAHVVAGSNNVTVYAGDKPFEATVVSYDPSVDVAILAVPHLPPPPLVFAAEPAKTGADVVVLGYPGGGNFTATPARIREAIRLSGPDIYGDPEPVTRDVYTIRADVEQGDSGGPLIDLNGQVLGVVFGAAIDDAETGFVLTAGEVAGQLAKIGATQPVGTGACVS
BoNT-A LC inh2 = inhibitors of Botulinum neurotoxin A light chain protease; multiplex microsphere protease substrate cleavage, flow cytometry; inhibition, % at 10 µM; 0.17% of 360,000 active; further: plate controls were buffer without enzyme for full effect and enzyme alone for no effect
An asterisk follows results filed as active; i = inactive; ? = inconclusive; / = not tested or not shown; & = joins results of further samples. Unless noted, no stated cut-off is given here; in the data, active means inhibition above about 30%; inconclusive means no clear call, values can overlap the other calls; inactive means below that.

Fields – Rv3671c inh, CCHFV vOTU inh, BoNT F protease, BoNT-A LC inh2, Anthrax LF inh2, PrPC TRFRET, VHR inh abs, PriA SSB inh, 3CLpro inhibitor, MazEF act
C=CCNC(=O)CC1C(=O)NCCN1Cc1c(F)cccc1Cl (centres undefined)
→ 4, -10, -1, 0.3, -1, -4, 26, 3, -2, 6
CCCCN(CC)Cc1ccc(CNC(=S)Nc2cccc(F)c2)o1
→ 3, -9, 0, 0.6, -3, -1, -11, 3, 1, 4
COc1ccc(-c2nc(CN(C)C(C)c3ccon3)c(C)o2)c(C)c1C (centres undefined)
→ 5, 18, -6, -0.7, -7, 9, 25, 3, 3, 8
O[C@H]1C[C@H](c2ccc(Cl)cc2)N(Cc2cccs2)C[C@@H]1n1cc(-c2ccc(F)cc2)nn1
→ /, -2, 3, -0.1, -1, -6, /, /, /, -1
Cc1ccc(CNC(=O)N2CCN(S(=O)(=O)c3ccccc3)CC2)cc1
→ 1, 13, -24, 2.7, 2, 10, 10, -6, 0, 10
COc1ccccc1CCC(=O)Oc1ccc(C#N)cc1OC
→ /, -8, -5, 1.4, -3, -7, 14, -35, 4, -5
CCc1ccc(C(=O)CN2C(=O)NC(C)(CCc3ccccc3)C2=O)cc1 (centres undefined)
→ -11, 15, 2, 1.9, 0, -8, -8, -18, 0, 10
COc1ccccc1NC(=O)[C@@H]1CCCN1S(=O)(=O)c1ccc(Cl)cc1
→ 3, 12, 1, 4.5, -2, -7, /, -1, /, 0
Cc1ccc(NC(=O)CSc2nnc(CNC(=O)c3ccccc3F)o2)cc1Cl
→ -5, 13, -1, 0.9, -1, 2, -7, 7, 8, -3
COc1ccc(CN(C)Cc2nc3cc(OC)c(OC)cc3c(=O)[nH]2)c(OC)c1
→ -2, 3, -6, -0.2, -5, -6, 1, 1, -1, 0
O=C(/C=C/c1ccccc1)Nc1ccc(C(=O)N2CCCCC2)cc1
→ 0, -3, 0, -0.2, -1, -3, 13, 3, -1, 5
O=C(CCC(=O)n1ncc2ccccc21)NCc1ccccc1Cl
→ -3, 0, 3, -0.4, -3, -4, 29, -10, -5, 4
Cc1cc(NC(=S)NC(=O)C2CC2)ccc1Br
→ 8, 0, -6, 0.6, 0, 6, 18, -21, 2, 5
CCC1=NN(C(=O)c2ccc([N+](=O)[O-])cc2)C(O)(c2ccccc2)C1 (centres undefined)
→ -2, -2, 7, 2.0, -1, -13, 15, 10, 1, 5
CC1CCC/C(=N/Nc2nc3ccccc3s2)C1 (centres undefined)
→ 7, 10, -7, -0.3, -2, 6, 2, /, 3, -6
Cc1ccc(NC(=O)CC2NCCNC2=O)cc1Cl (centres undefined)
→ 3, 10, -5, 0.4, -2, -6, -12, -8, 4, 14
COc1ccc(-c2ccc(CN3C(CC(C)C)C(=O)N(Cc4cn(CCC5OCCO5)nn4)CCS3(=O)=O)cc2)cc1OC (centres undefined)
→ /, 10, 4, 0.1, -4, 1, /, /, /, 9
COc1ccc(NC(=O)N2CCCC(C(=O)Nc3cccc(C)c3C)C2)cc1 (centres undefined)
→ 3, -2, 2, -0.4, -4, 1, 18, -7, 6, 6
Cc1nn(CCOc2ccccc2)c(=O)n1-c1ccc(F)cc1
→ -5, 8, 1, 1.3, -5, -1, 37, -10, 2, 0
Cc1cc(C(=O)N/N=C/c2cc(Br)c(Br)o2)n[nH]1
→ 7, 5, 3, 1.7, 0, -7, 31, /, -1, -13
COCCCN(C(=O)Cc1coc2cc(C)c(C)cc12)c1c(N)n(Cc2ccccc2)c(=O)[nH]c1=O
→ -7, -2, -6, -4.9, ?, -7, /, -17, /, -1
Cc1cc(C)cc(OC(C)C(=O)Nc2ccc3c(c2)n(C)c(=O)n3C)c1 (centres undefined)
→ /, 9, 22, 1.7, -7, -3, 11, -12, 1, 2
Cn1cnc(S(=O)(=O)N2CCN(c3ccc(Cl)cc3)CC2)c1
→ 4, 19, -1, -1.3, -3, 1, -6, -8, 11, 9
COc1ccc(C(=O)CN2C(=O)c3ccccc3S2(=O)=O)cc1
→ -1, 8, /, /, /, 3, 24, -1, -1, 2
CCn1cc(CCC(=O)NCCN2CCOCC2)c2ccccc21
→ 3, -12, ?, 1.2, 3, -3, 66, -4, -3, 3
O=C(CCl)NN1C(=O)NC(c2ccccc2)(c2ccccc2)C1=O
→ 1, -19, 0, -1.6, -2, 4, 8, -6, 2, 11
CN(C)/C=C/C(=O)c1ccc([N+](=O)[O-])c(CS(=O)(=O)c2ccc(Cl)cc2)c1
→ -1, 3, 24, -0.4, 5, -7, 34, 1, 0, 4
Cc1noc(C)c1CSc1nnc(-c2ccccc2)n1Cc1ccco1
→ -3, -1, 6, 1.1, 0, -1, 5, -7, 0, -5
O=C(NNC1CC(=O)N(c2ccccc2)C1=O)c1ccc(COc2ccccc2Cl)o1 (centres undefined)
→ 0, 9, -5, 0.4, 1, 3, -4, -5, 4, 2
Cc1csc(NC(=O)CSc2nc3nc(C)cc(C)n3n2)n1
→ -3, 29, -6, 0.9, -6, -3, /, -4, /, 8
O=C(COC(=O)c1ccccc1)NCC1COc2ccccc2O1 (centres undefined)
→ /, 10, -4, -0.6, 2, -4, /, /, /, 5
Cc1cc(Br)ccc1OCc1nc(-c2cccnc2)no1
→ 6, -4, -9, -0.6, -14, 2, 3, -8, 2, -2
COc1cc(C(=O)Nc2ccc3c(c2)OCO3)ccc1-n1cnnn1
→ -11, 27, -11, -0.3, 2, 45*, 23, 0, -2, 7
CCOC(=O)c1c(NC(=O)CSc2nncs2)sc(C)c1C
→ -1, 4, 4, -0.2, -4, -3, 24, -15, 0, 0
CCCCN(C)C(=O)CCCCn1c(=O)[nH]c2cc(OCC)c(OCC)cc2c1=O
→ -9, -7, -20, -0.9, 10, 8, 20, -6, 5, 5
C=CCn1c(SCC(=O)NC2CCCC2)nnc1-c1ccncc1
→ 0, 8, -6, 0.0, -2, 4, 2, -1, 4, 3
CCOC(=O)c1sc(-c2ccccc2)cc1NC(=O)c1ccc(S(=O)(=O)N(CCOC)CCOC)cc1
→ -10, 6, -1, 0.7, -1, -1, 11, -14&3, 0, 7
NC(=O)CC(NC(=O)c1ccccc1)c1ccc(NCc2ccc(F)cc2)c([N+](=O)[O-])c1 (centres undefined)
→ -8, -3, -1, -0.3, 4, -22, 19, -8, /, -1
COc1ccccc1C(=O)COC(=O)c1ccc(Cl)nc1
→ -5, -7, 3, 6.2, 1, -6, /, -19, /, -1
Clc1ccc(-c2cc3ccccc3nc2N2CCCC2)cc1
→ -5, -1, -5, 5.8, 1, 1, 9, -10, 1, -10
CCCCCC(=O)Nc1ccc(S(=O)(=O)Nc2ccc(Cl)nn2)cc1
→ -9, 6, 3, 0.9, -1, -7, 5, -12, -1, 0
CCOC(=O)C1=C(CS(=O)(=O)c2ccc(F)cc2)NC(=O)NC1c1cc(OC)c(O)c(OC)c1 (centres undefined)
→ 3, -4, 3, 0.8, 0, 7, 7, -2, 0, 7
Cc1ccccc1NC1=C(C(=O)c2ccccc2)N(C)S(=O)(=O)c2ccccc21
→ -3, -4, -9, -1.2, -3, -2, 8, 1, -4, -1
Cc1cc(OC(C)C(=O)NCC(O)c2ccccc2)c2c(C)cc(=O)oc2c1 (centres undefined)
→ 0, -2, 0, -0.1, -2, -4, 0, 11, 2, -4
CNC(=O)C1CC(=O)N(c2ccc(OCC(=O)Nc3ccc(OC)cc3)cc2)C1 (centres undefined)
→ 1, 1, 15, 1.3, 0, 13, /, -22, /, -14
C=CCn1cc(C=C2C(=O)N(C)C(=O)N(C)C2=O)c2ccccc21
→ -9, 1, 22, -0.6, -11, 5, -15, 12, 3, -280
Nn1c(Cc2ccccc2)nc2ccccc2c1=O
→ -9, 2, ?, -3.1, 1, 9, /, 1, /, -6
Cc1cccc(C)c1NC(=O)C1CCCN1S(=O)(=O)c1ccccc1 (centres undefined)
→ 2, 1, 2, 1.8, 13, 1, 21, -4, -4, 6
CC(C)(C)CC(C)(C)NCC(O)COc1ccc2c(c1)CCC2 (centres undefined)
→ 6, 6, -18, -0.8, 4, 14, /, 2, -6, 16
O=C1Nc2ccccc2C1=Nc1ccc(Br)cc1
→ -7, -7, 5, -3.5, -14, 7, -6, 7, 0, 8
COc1cc2cc(CN(CCN3CCCC3)C(=O)Nc3ccccc3Cl)c(=O)[nH]c2cc1OC
→ 17, -24, 57*, 6.2, 9, -6, 0, 6, -1, 5
COc1ccccc1NC(=O)CSc1nc2ccccc2c(=O)n1CCNC(C)=O
→ 18, -5, 12, 1.9, 5, 0, 29, -26, -5, -1
Cc1ccc2c(c1)c1c3n2CCCNC3CCC1 (centres undefined)
→ -8, 5, -14, -1.7, -6, 5, -7, 5, 1, 8
Cc1ccc(NC(=O)c2ccc3c(c2)CCN3S(C)(=O)=O)cc1
→ /, -4, -2, -0.4, 0, 0, /, /, /, -2
COC(=O)C1=C(c2cccc(OCc3ccccc3)c2)C[C@@H]2CC[C@H]1N2C(=O)NCCc1ccc(F)cc1
→ -12, 6, 2, 0.2, -6, 3, /, -22, /, -2
CCCCC/C=C/C1=CC(=O)C[C@H](c2ccc(OC)cc2)C1
→ -3, -3, -3, -0.9, -7, -1, /, -9, /, -6
CCCCC(=O)NCCNC(=O)c1cc(OCC(F)(F)F)ccc1OCC(F)(F)F
→ 0, 17, 5, -0.6, 2, -11, -17, -30, -4, 4
O=C(NCc1ccccn1)Nc1ccc(Cl)cc1Cl
→ 1, 12, 0, -1.5, -6, -7, 2, 11, 1, -6
Cc1c(Cl)cccc1NC(=O)C(=O)NNC(=O)c1ccccc1F
→ -8, -3, -14, -1.3, 4, 2, 12, -16, 2, 6
Cc1[nH]c(=S)c(C#N)c(C)c1Cc1ccc(Cl)cc1Cl
→ -1, 0, 8, -0.7, -14, 8, -6, -9, 1, -12

Entries of single compounds from above:
Entry for Cc1ccc(NC(=O)c2ccc3c(c2)CCN3S(C)(=O)=O)cc1 : Rv3671c inh = /; CCHFV vOTU inh = -4; BoNT F protease = -2; BoNT-A LC inh2 = -0.4; Anthrax LF inh2 = 0; PrPC TRFRET = 0; VHR inh abs = /; PriA SSB inh = /; 3CLpro inhibitor = /; MazEF act = -2
Entry for COc1cc(C(=O)Nc2ccc3c(c2)OCO3)ccc1-n1cnnn1 : Rv3671c inh = -11; CCHFV vOTU inh = 27; BoNT F protease = -11; BoNT-A LC inh2 = -0.3; Anthrax LF inh2 = 2; PrPC TRFRET = 45*; VHR inh abs = 23; PriA SSB inh = 0; 3CLpro inhibitor = -2; MazEF act = 7

Following part:
Fields – Rv3671c inh, CCHFV vOTU inh, BoNT F protease, BoNT-A LC inh2, Anthrax LF inh2, PrPC TRFRET, VHR inh abs, PriA SSB inh, 3CLpro inhibitor, MazEF act
Cc1ccc2oc(=O)c(/C=C(\O)CC(C)C)nc2c1
→ -1, 6, -7, -0.2, -8, -8, -7, /, 4, -6
O=C(N/N=C/c1cc(Cl)cc(Cl)c1O)c1ccncc1
→ 2, 7, -2, 0.6, -2, 10, -1, /, -2, -526
CC1CCc2sc(C(=O)OCC(=O)NCc3ccc(F)cc3)cc2C1 (centres undefined)
→ -4, 13, -6, -0.9, 0, 6, 9, 1, 0, -8
COc1ccc(-c2sc3cc4c(cc3c2C#CC2(O)CCCCC2)OCO4)cc1
→ -14, -2, -4, 1.0, 5, 0, /, -25, /, 2
CC(C)(C)c1ccc(/C=C2\SC(=O)N=C2N)cc1
→ 4, -4, -1, -0.1, -4, -18, 12, /, 2, -6
CC1=C(C)CC2(C(=O)NC(=O)NC2=O)C(C)C1 (centres undefined)
→ /, 8, 2, -0.2, -2, 1, /, -9, /, 4
CCOc1ccc(N(CC(=O)NCCSCc2ccccc2)S(=O)(=O)c2ccccc2)cc1
→ -8, 14, -2, -4.9, -1, 1, 2, 5, -4, 1
Cc1ccc(-c2n[nH]c(=S)n2/N=C/c2ccncc2)cc1
→ -4, -4, -2, 0.1, 4, 4, 34, i, -1, 15
O=C(CCC(=O)N1CCCCCC1)Nc1ccc([N+](=O)[O-])cc1
→ 2, -2, 4, 0.5, -2, 2, -11, -8, 0, 3
CCOC(=S)NC(=O)c1sc2ccccc2c1Cl
→ 2, 34*, -12, -1.0, -2, 45*, 1, 0, -2, -4
Cc1cc(C)cc(NS(=O)(=O)c2cnc(Cl)c(Cl)c2)c1
→ -11, 24, -1, 0.1, -2, 2, 13, -27, 1, 1

A portion of the library; rates above refer to the full screens.
